# KLF5 inhibitor – KLF5 expression inhibitors, primary screen, DLD-1 cells, luminescence. 290,000 tested, 0.23% active. inhibition, % at 5 µM. DLD-1 KLF5 promoter-luciferase reporter;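 active means inhibition above a per-plate limit of that plate's mean compound inhibition plus 3 SD, cut at about 60% in these data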;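 further: 0% = DMSO wells and 100% = LY294002 at 200 µM; higher means less KLF5 promoter-driven luciferase light; inactives centre near -14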
# HSF1 activator – HSF-1 activators, primary screen, NIH3T3-HGL cells, MG132 stress, luminescence, single point | activation, % at 9 µM | NIH3T3-HGL HSF-1 luciferase reporter, 8 h; 100% = twice DMSO control signal | 300,000 tested, 1.7% active | AID 504408, 2011;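 active means mean replicate activation of at least 50% with a set share of replicates each reaching 50%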;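 further: 0% = median of the neutral control wells and 100% = twice that signal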
# IEC-6 cytotox – cytotoxicity in IEC-6 intestinal epithelial cells, primary screen, cytotoxicity control for KLF5 inhibitor project, cell-based, luminescence; 290,000 tested, 0.78% active; IEC-6 cytotoxicity, luminescence viability; inhibition, % at 5 µM; in the data active means inhibition above about 22%;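 further: 0% = plate median of test compound wells and 100% = cytotoxic reference compound wells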
# HSF1 inhib – HSF1 inhibitors in luciferase reporter cells, primary screen, cell-based, NIH3T3, luminescence; NIH3T3-HGL HSE-luciferase, MG132-induced, luminescence 8 h; hits give low values; activity change, negative = inhibition, % at 7.5 µM (by protocol); 300,000 tested, 0.77% active;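 active means more than half of replicate wells show activity change below -50%, luminescence cut by over half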;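 further: luciferase reports HSF-1 transcriptional activity via heat shock element; 0% = median of DMSO wells and -100% = zero luminescence signal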
# HSP90 refold inh – HSP90 inhibitors, primary screen, cell lysate, luminescence; Heat shock protein HSP 90 (rabbit reticulocyte lysate; luciferase refolding); Rabbit reticulocyte lysate, luciferase refolding luminescence, 3 h; inhibition, % at 5.6 µM; 290,000 tested, 0.91% active; AID 1789, 2009;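 active means inhibition above the screen-wide mean plus 3 SD, computed separately per campaign, cut at about 16% in these data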;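 further: 0% = DMSO wells and 100% = 60 µM geldanamycin wells; inhibitors lower the luminescence because luciferase stays unfolded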
# The depositor's hits bear a star; x = not tested or not shown. Some of the compounds tested, so the mix of outcomes need not match the whole.
# Field names – A = KLF5 inhibitor; B = HSF1 activator; C = IEC-6 cytotox; D = HSF1 inhib; E = HSP90 refold inh
1) CCOC(=O)NC1(Nc2ccc(Cl)cn2)Oc2ccccc2O1
  A: -27 | B: x | C: -1 | D: x | E: 2

2) Cc1oc(-c2ccccc2F)nc1CS(=O)(=O)CC(=O)N1CCc2ccccc21
  A: 1 | B: x | C: 2 | D: x | E: 8

3) Cc1cc(C)c2c(c1)NC(=O)C2(O)CC(=O)c1cccs1 (configuration not stated)
  A: -28 | B: x | C: 0 | D: x | E: -6

4) Cc1nn2c3ccccc3nc2n(Cc2ccccc2)c1=O
  A: -8 | B: x | C: -12 | D: x | E: 7

5) COC1=C(N)C(=O)c2nc(-c3nc(C(=O)O)c(C)c(-c4ccc(OC)c(OC)c4O)c3N)ccc2C1=O
  A: -10 | B: x | C: 45* | D: x | E: 3

6) CCC(C)C(NC(=O)C1CCC(C)CC1)C(=O)NC1CCN(Cc2ccccc2)CC1 (configuration not stated)
  A: -4 | B: x | C: -12 | D: x | E: 2

7) CCOc1ccc(-n2c(SCC(=O)NCc3ccco3)nc3c(c2=O)SCC3)cc1
  A: -16 | B: x | C: 2 | D: x | E: 3

8) Cc1ccc(C2C(C(=O)c3sc(-c4ccccc4)nc3C)=C(O)C(=O)N2CCN(C)C)o1 (configuration not stated)
  A: -10 | B: x | C: 4 | D: x | E: 0

9) COc1ccc(-c2[nH]nc3c2C(c2ccc(OC(=O)N4CCOCC4)cc2)C(C#N)=C(N)O3)cc1 (configuration not stated)
  A: -9 | B: x | C: 1 | D: x | E: 3

10) COc1ccc(CNC(=O)COC(=O)c2cc(-c3ccco3)nc3ccccc23)cc1
  A: -34 | B: x | C: -4 | D: x | E: 3

11) O=C1CC(c2ccco2)c2ccc3ccccc3c2N1 (configuration not stated)
  A: -28 | B: x | C: 0 | D: x | E: -3

12) COC(=O)CSc1nnc(CNC(=O)c2ccc(S(=O)(=O)N3CCCCC3)cc2)n1C
  A: -12 | B: x | C: -2 | D: x | E: -4

13) CCOC(=O)c1csc(NC(=O)Nc2cccc(OC)c2)n1
  A: 4 | B: x | C: 3 | D: x | E: 1

14) Cc1ccc(S(=O)(=O)NC(=O)Nc2ccccc2F)cc1
  A: -1 | B: x | C: 1 | D: x | E: -1

15) CCOc1ccc2[nH]c(=O)c(C(c3nnnn3C3CCCCC3)N3CCN(C)CC3)cc2c1 (configuration not stated)
  A: -17 | B: x | C: -2 | D: x | E: 1

16) Cc1ccc(S(=O)(=O)C2(C(=O)N3CCCCC3C)CC2)cc1 (configuration not stated)
  A: -21 | B: x | C: -6 | D: x | E: -2

17) O=S(=O)(c1ccc(F)c(F)c1F)N1CCN(c2ncnc3sccc23)CC1
  A: x | B: -12 | C: x | D: -12 | E: x

18) CN1CCN(S(=O)(=O)c2ccc(Cl)c(C(F)(F)F)c2)CC1
  A: x | B: 0 | C: x | D: 0 | E: x

19) COc1ccc(Cl)cc1C=CC=Nc1ccc(S(N)(=O)=O)cc1
  A: x | B: -18 | C: x | D: -18 | E: x

20) Cc1cc(=O)oc2cc(O)cc(OCc3ccccc3)c12
  A: x | B: 0 | C: x | D: 0 | E: x

21) C=C(NC(=O)C(=C)NC(=O)c1csc(C2=NC3c4csc(n4)C4NC(=O)c5csc(n5)C(C(C)(O)C(C)O)NC(=O)C5CSC(=N5)/C(=C/C)NC(=O)C(C(C)O)NC(=O)c5csc(n5)C3(CC2)NC(=O)C(C)NC(=O)C(=C)NC(=O)C(=C)NC(=O)C(C(C)C)NC2C=Cc3c(C(C)O)cc(nc3C2O)C(=O)OC4C)n1)C(N)=O (configuration not stated)
  A: x | B: -36 | C: x | D: -36 | E: x

22) Cc1cc(C)nc(NNS(=O)(=O)c2ccc(Cl)cc2)n1
  A: x | B: 6 | C: x | D: 6 | E: x

23) CCOC(=O)C1(C(=O)OCC)COC(=O)C2(CC)OC21 (configuration not stated)
  A: x | B: -5 | C: x | D: -5 | E: x

24) Cc1c(NC(=O)CN(C)CC(=O)Nc2ccc(F)c(F)c2F)c(=O)n(-c2ccccc2)n1C
  A: x | B: 2 | C: x | D: 2 | E: x

25) O=C1c2ccccc2-c2c1c1ccccc1c(=O)n2-c1ccccc1
  A: x | B: -7 | C: x | D: -7 | E: x

26) CCOC(=O)CN[C@H]1CCC2C3CC=C4C[C@@H](O)CC[C@]4(C)C3CC[C@@]21C (some centres not stated)
  A: x | B: -6 | C: x | D: -6 | E: x

27) Nc1ccc(S(=O)(=O)Nc2cnc3c(Cl)cccc3n2)cc1
  A: x | B: 2 | C: x | D: 2 | E: x

28) COc1ccc2ccccc2c1C1NC(=O)c2ccccc2N1 (configuration not stated)
  A: x | B: 8 | C: x | D: 8 | E: x

29) Cc1c2cc[n+](CCN3CCCCC3)cc2c(C)c2c1[nH]c1ccc(O)cc12
  A: x | B: 1 | C: x | D: 1 | E: x

30) COc1ccc(-c2cc(C(=O)OCC(=O)N3CCCCC3)c3ccccc3n2)cc1OC
  A: x | B: -57 | C: x | D: -57 | E: x

# Compound profiles, as listed above.
# Listed for `CCOC(=O)CN[C@H]1CCC2C3CC=C4C[C@@H](O)CC[C@]4(C)C3CC[C@@]21C` (some centres not stated) : KLF5 inhibitor = x; HSF1 activator = -6; IEC-6 cytotox = x; HSF1 inhib = -6; HSP90 refold inh = x
# Listed for `COc1ccc(-c2cc(C(=O)OCC(=O)N3CCCCC3)c3ccccc3n2)cc1OC` : KLF5 inhibitor = x; HSF1 activator = -57; IEC-6 cytotox = x; HSF1 inhib = -57; HSP90 refold inh = x

# The results go on.
# Field names – A = KLF5 inhibitor; B = HSF1 activator; C = IEC-6 cytotox; D = HSF1 inhib; E = HSP90 refold inh
31) CC(C)(COC(=O)c1ccccc1)N1CC2CCC(C1)O2
  A: x | B: -73 | C: x | D: -73 | E: x

32) Oc1ccccc1C=NN=Cc1c(O)ccc2ccccc12
  A: x | B: -29 | C: x | D: -29 | E: x

33) O=C(NNC(=S)NC(=O)c1ccc(F)cc1)c1ccncc1
  A: x | B: -1 | C: x | D: -1 | E: x

34) O=C1NC(=S)NC1=Cc1ccc2c(c1)CCC2
  A: x | B: -21 | C: x | D: -21 | E: x

35) O=C(NC(=S)Nc1ccccc1Br)C1CCCCC1
  A: x | B: -23 | C: x | D: -23 | E: x

36) CCCc1cc(=O)[nH]c(SCC(=O)Nc2sc3c(c2C(N)=O)CCCC3)n1
  A: x | B: -17 | C: x | D: -17 | E: x

37) Oc1ccc(C=NNC(=S)Nc2cccnc2)nc1
  A: x | B: -18 | C: x | D: -18 | E: x

38) CCOC(=O)Cn1c(C(F)(F)F)nc2nc(Cl)c(Cl)nc21
  A: x | B: -6 | C: x | D: -6 | E: x

39) CCOC(=O)NC1=NCC(C)(C)S1
  A: x | B: -5 | C: x | D: -5 | E: x

40) CC=Cc1cc2c(c(=O)o1)C(=O)C(O)C(C)O2 (configuration not stated)
  A: x | B: -8 | C: x | D: -8 | E: x

41) Cc1ccc(CC2(OCCN(C)C)CCC(C(C)(C)C)CC2)cc1 (configuration not stated)
  A: x | B: 5 | C: x | D: 5 | E: x

42) CC1(N=Cc2cc(Cl)ccc2O)COP(=O)(Nc2ccccc2)OC1 (configuration not stated)
  A: x | B: 3 | C: x | D: 3 | E: x

43) CC1=CC2C(C(O)CC3(C)C2CC(C)C32OCOC23COCO3)C2(C)C/C(=C\O)C(=O)C=C12 (configuration not stated)
  A: x | B: 94* | C: x | D: 94* | E: x

44) O=C(CCC(=O)c1cccs1)OCC(=O)c1ccccc1
  A: x | B: 6 | C: x | D: 6 | E: x

45) COc1ccc(Cl)cc1C=CC=Nc1ccccc1O
  A: x | B: 8 | C: x | D: 8 | E: x

46) COC1=CC(=O)C(C2CC(=O)c3c(O)cc(O)cc3O2)=CC1=O (configuration not stated)
  A: x | B: 0 | C: x | D: 0 | E: x

47) COc1cc(C2C3=C(COC3=O)Oc3cc4c(cc32)OCO4)cc(OC)c1O (configuration not stated)
  A: x | B: 46 | C: x | D: 46 | E: x

48) CC1=CC(=O)Nc2ccccc2S1
  A: x | B: -38 | C: x | D: -38 | E: x

49) Cc1[nH]c(=O)nc(NN=Cc2ccc(Cl)cc2)c1C(=O)Nc1ccc(Cl)cc1
  A: x | B: -7 | C: x | D: -7 | E: x

50) O=C(NOCc1cscn1)Nc1ccccc1
  A: x | B: -15 | C: x | D: -15 | E: x

# Copied from the list:
# O=C(NOCc1cscn1)Nc1ccccc1 @ HSF1 inhib: -15
# CC1(N=Cc2cc(Cl)ccc2O)COP(=O)(Nc2ccccc2)OC1 (configuration not stated) @ HSF1 activator: 3

# The list goes on:
# Field names – A = KLF5 inhibitor; B = HSF1 activator; C = IEC-6 cytotox; D = HSF1 inhib; E = HSP90 refold inh
51) CCC(C)C(=O)OC1CCC=C2C=CC(C)C(CCC3CC(O)CC(=O)O3)C21 (configuration not stated)
  A: x | B: 4 | C: x | D: 4 | E: x

52) O=C(C=P(c1ccccc1)(c1ccccc1)c1ccccc1)c1ccccc1-c1ccccc1C(=O)C=P(c1ccccc1)(c1ccccc1)c1ccccc1
  A: x | B: -3 | C: x | D: -3 | E: x

53) COc1ccccc1OCC(=O)NNC(=O)c1ccc(F)c(S(=O)(=O)N2CCOCC2)c1
  A: x | B: 5 | C: x | D: 5 | E: x

54) CC(=O)C1(C)C(=O)N(c2ccc(C)cc2)C(=O)N1c1ccc(C)cc1 (configuration not stated)
  A: x | B: -7 | C: x | D: -7 | E: x

55) O=C(O)c1cccc2c1-c1ccc([N+](=O)[O-])cc1C2=O
  A: x | B: 3 | C: x | D: 3 | E: x

56) COc1ccc(N2N=NN(C(C)C)C2=C(Cl)c2nnnn2-c2ccc(OC)cc2)cc1
  A: x | B: -24 | C: x | D: -24 | E: x

57) COc1ccc([C@@]23Oc4cc(OC)cc(OC)c4[C@]2(O)[C@H](O)[C@H](C(=O)N(C)C)[C@H]3c2ccccc2)cc1
  A: x | B: 88* | C: x | D: 88* | E: x

58) Cc1nc(N)nc(N)c1-c1ccc([N+](=O)[O-])cc1
  A: x | B: 0 | C: x | D: 0 | E: x

59) CC(C)[C@H](NC(=O)c1ccc(Cl)cc1Cl)C(=O)NNc1cccc(C(=O)O)c1
  A: x | B: -8 | C: x | D: -8 | E: x

# Structures shown so far with fluorine, in the order listed:
# Field names – A = KLF5 inhibitor; B = HSF1 activator; C = IEC-6 cytotox; D = HSF1 inhib; E = HSP90 refold inh
2) Cc1oc(-c2ccccc2F)nc1CS(=O)(=O)CC(=O)N1CCc2ccccc21
  A: 1 | B: x | C: 2 | D: x | E: 8

14) Cc1ccc(S(=O)(=O)NC(=O)Nc2ccccc2F)cc1
  A: -1 | B: x | C: 1 | D: x | E: -1

17) O=S(=O)(c1ccc(F)c(F)c1F)N1CCN(c2ncnc3sccc23)CC1
  A: x | B: -12 | C: x | D: -12 | E: x

18) CN1CCN(S(=O)(=O)c2ccc(Cl)c(C(F)(F)F)c2)CC1
  A: x | B: 0 | C: x | D: 0 | E: x

24) Cc1c(NC(=O)CN(C)CC(=O)Nc2ccc(F)c(F)c2F)c(=O)n(-c2ccccc2)n1C
  A: x | B: 2 | C: x | D: 2 | E: x

33) O=C(NNC(=S)NC(=O)c1ccc(F)cc1)c1ccncc1
  A: x | B: -1 | C: x | D: -1 | E: x

38) CCOC(=O)Cn1c(C(F)(F)F)nc2nc(Cl)c(Cl)nc21
  A: x | B: -6 | C: x | D: -6 | E: x

53) COc1ccccc1OCC(=O)NNC(=O)c1ccc(F)c(S(=O)(=O)N2CCOCC2)c1
  A: x | B: 5 | C: x | D: 5 | E: x

# From PubChem BioAssay
